Tat transport: E. coli Tat transport inhibition. actives 0.036% (n = 340,000). inhibition, % at 10 µM. E. coli MC4100 TorA-mCherry Tat export, fluorescence;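 active = mean replicate inhibition at least 50% and at least half of replicates individually reaching 50%; inconclusive = only one of the two criteria met; inactive = neither criterion met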;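 note: exported cargo escapes ClpAP degradation while cytoplasmic cargo is degraded and loses fluorescence; 0% = median of neutral control wells and 100% = median of NaSCN control wells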
E coli growth: counter-screen for AddAB inhibitors: E. coli growth inhibition; inhibition, % at 11.9 µM; actives 0.27% (n = 330,000); AID 449728; E. coli V3065 growth, OD600 absorbance, 18 h;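 active = inhibition above the campaign's mean inhibition across all tested compounds plus 3 SD, cut at about 9.9% in these data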;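 note: uninfected addAB+ strain grown without phage in ampicillin broth; 0% = DMSO wells and 100% = ciprofloxacin 0.95 µg/ml wells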
phage Ecoli inh: E. coli growth loss with phage present. growth absorbance. inhibition, % at 11.9 µM. actives 0.26% (n = 360,000); in the data active = inhibition above about 11%
HTR5A inv ag: HTR5A inverse agonism, opioid heterodimer counter-screen. actives 0.083% (n = 340,000). P47898. HTR5A cell line, luminescence. AID 504634. inhibition, % at 9.3 µM; in the data active = inhibition mostly above about 23%, no sharp cut-off; inactive = mostly below about 18%;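 note: 0% = cells with DMSO and 100% = no-cell wells with DMSO; some compounds called inactive have numbers as strong as hits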
Target sequence (P47898 whole entry, looked up): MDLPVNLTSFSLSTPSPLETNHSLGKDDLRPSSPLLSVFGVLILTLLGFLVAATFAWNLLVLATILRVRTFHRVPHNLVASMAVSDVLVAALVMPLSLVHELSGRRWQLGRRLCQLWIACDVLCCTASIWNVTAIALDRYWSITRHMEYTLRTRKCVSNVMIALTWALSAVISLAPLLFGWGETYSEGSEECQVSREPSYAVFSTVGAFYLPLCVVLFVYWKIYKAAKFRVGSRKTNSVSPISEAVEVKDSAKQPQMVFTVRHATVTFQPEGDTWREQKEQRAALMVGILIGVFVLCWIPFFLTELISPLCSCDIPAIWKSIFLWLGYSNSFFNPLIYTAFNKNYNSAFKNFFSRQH
Mot1-301 SUMO: blocks SUMOylation pathway, rescuing yeast Mot1-301 growth | growth rescue, % at 18.8 µM | AID 2716 | actives 1% (n = 320,000) | S. cerevisiae Mot1-301 growth rescue, ATP luminescence, 38.5C; percent above DMSO median, 100 means doubled;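 active = every valid replicate shows activation above 250% relative to neutral control wells; inactive = the rest, any valid replicate at or below 250%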;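 note: OY570 slx delta 5 strain wells were the positive control but not used for scaling; some compounds called inactive have numbers as strong as hits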
AddAB inh: less growth of phage-infected E. coli with AddAB | E. coli expressing H. pylori AddAB, absorbance growth | inhibition, % at 11.9 µM | actives 0.29% (n = 330,000) | AID 435030; in the data active = inhibition above about 12%;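 note: 0% = vehicle wells of infected cells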
PKA-R1A activ: activates the PKA-R1A holoenzyme complex; PKA-R1A dissociation, Cy5-IP20 fluorescence polarization; scaled: DMSO 0%, 113 µM cGMP 100%; activation, % at 11.4 µM; actives 0.083% (n = 340,000);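 active = percent activation above the mean of all tested compounds plus 3 SD, cut at about 19% in these data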;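 note: higher means more PKAc released from R1A so a rise in polarization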
PfHsp90 yeast 2: growth inhibition of yeast expressing Plasmodium Hsp90; actives 0.32% (n = 310,000); inhibition, % at 9.4 µM; AID 504621; S. cerevisiae expressing PfHsp90, BacTiter-Glo ATP, 48 h; yeast lacking PDR1 and PDR3 efflux regulators;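 active = every replicate shows inhibition above about 80%, whatever the replicate mean, limit read from the data; inconclusive = mean inhibition reaches the set limit but some replicate falls short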;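 note: 0% = DMSO neutral controls and 100% = 20 µM radicicol positive controls; yeast relying on Plasmodium falciparum Hsp90 in place of its own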
PKA-R2B activ: activates the human PKA-R2B holoenzyme complex; P22694+P31323; PKA-R2B holoenzyme dissociation, Cy5-IP20 fluorescence polarization; R2B truncated from residue 108, S112A mutant; 0% DMSO only, 100% 113 µM cGMP; activation, % at 11.4 µM; actives 0.079% (n = 340,000); AID 504700;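 active = activation above a cutoff set at the mean over all compounds plus 3 SD, cut at about 18% in these data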;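 note: higher means more holoenzyme dissociation and a rise in polarization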
Target sequence (P31323 whole entry, looked up, other chains not shown, the tested form may be a part): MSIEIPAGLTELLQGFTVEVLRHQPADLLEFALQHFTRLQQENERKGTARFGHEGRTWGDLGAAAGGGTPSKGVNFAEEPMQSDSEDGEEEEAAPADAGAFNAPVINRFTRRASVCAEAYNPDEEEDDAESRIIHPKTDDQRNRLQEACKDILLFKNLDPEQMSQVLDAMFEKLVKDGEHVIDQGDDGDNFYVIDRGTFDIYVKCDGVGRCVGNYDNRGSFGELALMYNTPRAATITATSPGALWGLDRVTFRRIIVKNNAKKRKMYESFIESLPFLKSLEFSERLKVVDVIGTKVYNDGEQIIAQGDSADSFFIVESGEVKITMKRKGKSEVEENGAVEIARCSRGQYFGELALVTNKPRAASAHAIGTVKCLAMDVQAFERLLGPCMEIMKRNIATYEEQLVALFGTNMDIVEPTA
MOR-DOR inv ag: mu-delta opioid heterodimer inverse agonism; actives 0.21% (n = 340,000); cell-based MOR-DOR heterodimer luminescence; inhibition, % at 9.3 µM; P35372+P41143; in the data active = inhibition above about 22%, passing the limit was not always enough;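 note: 0% = cells with DMSO and 100% = wells without cells with DMSO; values of inactives mirror those of a sister screen read the other way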
OPRM1-OPRD1 ag: agonists of human mu-delta opioid receptor heterodimerization; activation, % at 9.3 µM; cells, OPRM1-OPRD1 heterodimerization, luminescence; actives 0.3% (n = 340,000); AID 504326; P35372+P41143; in the data active = activation above about 18%;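 note: 0% = vehicle-treated cells and 100% = reference agonist; values of inactives mirror those of a sister screen read the other way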
An asterisk follows results filed as active; ? = inconclusive; . = no result given; & = joins results of further samples.

#1 CCCOc1ccc(NC(=O)CCC(=O)NC(C)c2ccccc2)cc1 (stereo not drawn)
#2 CC(=O)C1=C(O)CC(C)(C)CC1=NCCc1nc2ccccc2[nH]1
#3 c1nc(COc2nsnc2N2CCOCC2)cs1
#4 C/C(=N\NC(=O)c1ccccn1)C12CC3CC(CC(C3)C1)C2
#5 O=C(Nc1cccc2cccnc12)c1cccc(N2C(=O)CCC2=O)c1
#6 CCc1nc2ccccc2c(C(=O)NCc2ccc(OC)cc2)c1C

assay / compound,1,2,3,4,5,6
Tat transport,1,-3,2,-2,-12,1
E coli growth,-0.5,0.4,-1.0,0.6,2.6,1.4
phage Ecoli inh,-2.0,0.5,2.3,1.1,3.0,1.9
HTR5A inv ag,-15,8,-5,-15,-57,0
Mot1-301 SUMO,-4,-14,11,-7,4,-11
AddAB inh,2.4,-1.1,1.4,2.5,0.1,6.2
PKA-R1A activ,-3,-2,1,17,-6,5
PfHsp90 yeast 2,-11,2,3,23,0,14
PKA-R2B activ,-11,-2,-11,-2,-10,-2
MOR-DOR inv ag,7,7,9,17,-1,11
OPRM1-OPRD1 ag,-1.4,-1.5,-1.6,-3.0,0.1,-2.0

#7 Cc1ccc(OCCCC(=O)NC(C)c2ccccc2)c(C)c1 (stereo not drawn)
#8 CC1CN(S(=O)(=O)c2ccc(C(=O)Nc3ccccc3F)cc2)CC(C)O1 (stereo not drawn)
#9 CC1(c2nnc(-c3ccncc3)o2)CC(c2ccc(F)cc2)=NO1 (stereo not drawn)
#10 N#C/C(C(=O)N1CCOCC1)=c1/s/c(=C\c2ccccn2)c(=O)n1-c1ccccc1
#11 CC(C)(C)c1ccc(N2C(=O)CC(c3ccccc3)C2=O)cc1 (stereo not drawn)
#12 O=C(CCc1nnc2ccc(NCc3ccco3)nn12)Nc1ccc(F)cc1F

assay / compound,7,8,9,10,11,12
Tat transport,12,?,-1,3,1,-7
E coli growth,0.1,-0.2,-0.6,0.2,.,-2.5
phage Ecoli inh,1.1,2.3,0.3,0.8,-1.8,4.2
HTR5A inv ag,-3,16,-11,4,3,16
Mot1-301 SUMO,85,-7,-10,.,17,-8
AddAB inh,0.3,-0.2,-0.2,0.4,.,3.4
PKA-R1A activ,-5,-1,-10,4,3,-3
PfHsp90 yeast 2,-18,-2,-2,5,5,-27
PKA-R2B activ,-3,2,-10,2,3,2
MOR-DOR inv ag,-4,-1,-1,10,8,13
OPRM1-OPRD1 ag,0.8,0.1,0.1,-2.0,-1.9,-2.6

#13 O=C(NC1CC2CCCC(C1)N2Cc1cccs1)N1CCOCC1 (stereo not drawn)
#14 CC(=O)c1cccc(NC(=O)c2ccc3c(c2)CCN3S(=O)(=O)c2ccccc2)c1
#15 CCn1cc([N+](=O)[O-])c(C(=O)N2N=C(c3ccc(O)c(OC)c3)CC2c2ccccc2O)n1 (stereo not drawn)
#16 Cc1cccc(NC(=O)CN(CC2CCCO2)C(=O)c2ccc(S(C)(=O)=O)cc2)c1C (stereo not drawn)
#17 Cc1cnc(C(=O)OC(C)C(=O)Nc2ccc(Cl)cn2)cn1 (stereo not drawn)
#18 O=C(CCCSc1nc2ccccc2s1)Nc1nccs1

assay / compound,13,14,15,16,17,18
Tat transport,-6,-5,2,1,2,-1
E coli growth,-0.7,1.5,-0.7,.,2.0,0.6
phage Ecoli inh,2.5,0.3,1.7,4.0,0.7,1.1
HTR5A inv ag,2,3,-18,-5,0,8
Mot1-301 SUMO,150,45,-1,.,4,253
AddAB inh,2.4,0.0,4.0,.,2.0,0.1
PKA-R1A activ,1,-5,-7,-17,-11,-6
PfHsp90 yeast 2,-44,-6,5,9,-2,.
PKA-R2B activ,0,-3,-5,-1,0,-5
MOR-DOR inv ag,-18,5,14,20,17,2
OPRM1-OPRD1 ag,2.9,-1.0,-2.6,-4.1,-3.3,-0.3

In the list so far, these have two or more sulfur atoms:
#3 c1nc(COc2nsnc2N2CCOCC2)cs1
#18 O=C(CCCSc1nc2ccccc2s1)Nc1nccs1

assay / compound,3,18
Tat transport,2,-1
E coli growth,-1.0,0.6
phage Ecoli inh,2.3,1.1
HTR5A inv ag,-5,8
Mot1-301 SUMO,11,253
AddAB inh,1.4,0.1
PKA-R1A activ,1,-6
PfHsp90 yeast 2,3,.
PKA-R2B activ,-11,-5
MOR-DOR inv ag,9,2
OPRM1-OPRD1 ag,-1.6,-0.3

Continuation.
#19 Cc1cccc(NC(=S)NNC(=O)CCn2nc(C)c([N+](=O)[O-])c2C)c1
#20 CCOc1ccccc1NC(=O)CSc1nnc(-c2ccco2)n1Cc1ccco1
#21 CCOC(=O)C1=C(C)NC(=O)NC1/C=C\c1ccccc1 (stereo not drawn)
#22 CS(=O)(=O)N1CCC(C(=O)Nc2ccc3c(c2)OCO3)CC1
#23 COc1ccc(NC(=O)CC2(Cc3ccccc3)CCOC(C)(C)C2)cc1 (stereo not drawn)
#24 COc1ccc(N2CCN(C(CNC(=O)C(=O)NCCc3c[nH]c4ccccc34)c3ccco3)CC2)cc1 (stereo not drawn)

assay / compound,19,20,21,22,23,24
Tat transport,-3,9,-5,-5,1,-6
E coli growth,1.5,1.2,.,-0.4,-2.9,0.4
phage Ecoli inh,3.4,1.4,2.3,-0.3,2.8,3.5
HTR5A inv ag,4,-9,-22,0,-4,-17
Mot1-301 SUMO,-10,23,1,664,5,7
AddAB inh,1.4,1.1,.,-0.3,1.1,2.6
PKA-R1A activ,-3,1,4,4,-18,8
PfHsp90 yeast 2,.,.,5,16,-5,3
PKA-R2B activ,2,-1,-7,3,-9,5
MOR-DOR inv ag,12,14,9,15,5,-16
OPRM1-OPRD1 ag,-2.5,-3.0,-1.7,-2.7,-0.9,2.7

#25 Cc1ccc(C)c(NC(=O)c2ccc3c(=O)n4c(nc3c2)CCC4)c1
#26 CCOC(=O)C1CCN(C(=O)Nc2ccccc2Cl)CC1
#27 O=C(Cn1c2ccccc2c2nc3n(c(=O)c21)CCS3)Nc1ccccc1C(F)(F)F
#28 CC(=O)CCc1ccc(OCC(=O)Nc2cccc(S(=O)(=O)N(C)c3ccccc3)c2)cc1
#29 CC(C)C(NS(=O)(=O)c1cccc2nsnc12)C(=O)N1CCCCC1 (stereo not drawn)
#30 N#CCCn1nc(-c2ccccc2)cc1Nc1ccccc1NC(=O)C(F)(F)F

assay / compound,25,26,27,28,29,30
Tat transport,-1,18,-5,20,1,-8
E coli growth,0.7,0.6,1.9,.,-1.4,1.3
phage Ecoli inh,3.1,2.8,2.0,3.5,0.6,3.1
HTR5A inv ag,-12,-15,-12,-25,3,-7
Mot1-301 SUMO,9,16,1,.,5,8
AddAB inh,2.2,4.6,6.6,.,0.2,1.0
PKA-R1A activ,4,0,9,6,9,-5
PfHsp90 yeast 2,.,.,11,15,16,1
PKA-R2B activ,-1,-2,12,4,-12,3
MOR-DOR inv ag,9,13,-3,-9,16,13
OPRM1-OPRD1 ag,-2.2,-2.4,0.5,1.4,-3.2,-2.6

#31 CCN(CC)c1ccc(S(=O)(=O)N2CCOCC2)cc1NC(=O)CNCc1ccccc1
#32 CC(C)c1ccc(Oc2cccc(C(=O)/C(C#N)=C/N(C)C)c2)cc1
#33 CC(C)CC(=O)Nc1sc2c(c1C(=O)O)CCCCC2
#34 CC1CN(C(=O)/C=C/c2ccccc2Cl)CC(C)O1 (stereo not drawn)
#35 COc1ccc(C(=O)c2ncc(C(F)(F)F)cc2Cl)cc1
#36 Cc1nnc(NC(=O)NC(C)N2C(=O)C3C4C=CC(C4)C3C2=O)s1 (stereo not drawn)

assay / compound,31,32,33,34,35,36
Tat transport,-7,10,6,-3,-2,3&-3
E coli growth,-0.1,0.1,3.0,-0.6,0.0,0.7
phage Ecoli inh,-2.9,4.3,2.5,1.1,3.4,3.6&3.0
HTR5A inv ag,-8,-6,16,13,8,11&6
Mot1-301 SUMO,46,-2,-13,-9,11,-9
AddAB inh,-1.0,1.0,-0.3,2.7,-0.2,1.8
PKA-R1A activ,-4,9,-3,2,2,-13&-2
PfHsp90 yeast 2,-12,-8,-5,4,11,-8&11
PKA-R2B activ,-14,1,5,8,1,-5&1
MOR-DOR inv ag,8,11,16,20,9,15&8
OPRM1-OPRD1 ag,-1.6,-2.2,-3.0,-4.2,-1.6,-3.1&-1.5

#37 COc1ccc(C)cc1NC(=O)CNc1ccc(C(C)=O)cc1
#38 CCCCn1c(N)c(NCc2ccccc2OC)c(=O)[nH]c1=O
#39 C=C(C)C(=O)N1CC2(CC(c3cccc(NC(=O)COc4ccc(Cl)cc4)c3)=NO2)C[C@@H]1C(N)=O (stereo partly drawn)
#40 Cc1ccc(NC(=O)c2oc3ccccc3c2NC(=O)C2CC2)cc1
#41 O=C(Cc1cccc(NC(=O)C2CCN(C(=O)C3CC3)CC2)c1)Nc1cccc(C(=O)N2CCOCC2)c1
#42 COC(=O)c1c(NC(=O)c2ccccc2OC)sc(C(=O)N2CCOCC2)c1C
#43 O=C(CN1C(=O)NC2(CCCC2)C1=O)Nc1nc(-c2ccc(F)c(F)c2)cs1
#44 CCOc1ccc(NC(=O)CCN2CCN(S(=O)(=O)c3ccc(F)cc3)CC2)cc1
#45 CCn1c(NCCCO)nc2c(c1=O)C(C)(CC)Cc1ccccc1-2 (stereo not drawn)

assay / compound,37,38,39,40,41,42,43,44,45
Tat transport,3,-4,-4,-11,-6,0,7,0,5
E coli growth,1.7,0.8,0.3,0.2,.,1.3,-0.2,0.3,-0.1
phage Ecoli inh,0.5,5.4,-0.2,2.8,-0.5,-1.7,0.6,-0.8,2.8
HTR5A inv ag,-15,-7,3,-17,-3,-18,-8,5,1
Mot1-301 SUMO,-5,14,11,13,.,-21,2,-10,19
AddAB inh,5.4,3.1,1.3,-1.3,.,2.6,4.2,0.1,2.1
PKA-R1A activ,-8,-5,-8,-6,9,7,-8,-4,5
PfHsp90 yeast 2,-7,-6,-32,-10,-4,-12,-23,-9,1
PKA-R2B activ,-15,-3,3,-11,8,-5,5,4,12
MOR-DOR inv ag,5,19,2,-18,2,17,13,0,2
OPRM1-OPRD1 ag,-1.1,-3.8,-0.3,3.4,-0.4,-2.7,-3.2,0.0,-0.5

Source: PubChem
